Nrf2 ARE act – activators of Nrf2 (ARE) signaling; hit rate 0.31% among 410,000; Potency, µM (titrated, usually from 46.1 µM), for inactives: at the top dose activation, actives largely listed as activators; AREc32 ARE-luciferase reporter (MCF7-derived line), luminescence, 24 h; note: potency is the fitted concentration of half-maximal effect; % of control where 0% means no effect; nearly all actives have a fitted effect of over 65% in size
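For detection, Steady-Glo was added and plates sat 30 min at RT; before that, AREc32_Fluc cells grown overnight in OPTI-MEM/5% FBS had been treated with 23 nL compound for 24 hr at 37 deg C.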
CCT chaperon mod – modulators of cytosolic chaperonin (CCT/TRiC) activity | hit rate 0.3% among 360,000 | activity change, % (no concentration beside the values), hits read low | purified chaperonin ATPase assay, HTRF ADP detection, 30 min; in the data active = activity change below about -30%; note: % is set by controls: 0 for no effect and ±100 for the full control effect
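ATPase activity: ADP formed was measured by HTRF Transcreener (665/615 nm ratio) after 30 min at 37 deg C with 10 uM ATP. Compounds screened at one 76 uM concentration against 40 or 20 nM TRiC in Tris pH 7.4/KCl/MgCl2/DTT buffer.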
pAkt inh – blocks phosphorylation of Akt; Neuro2A IGF-stimulated pAkt S473 HTRF, 20 min; hits give low values; activity change, % for hits at 50 µM; hit rate 0.32% among 360,000; AID 651550; in the data active = activity change below about -80%; inconclusive = mostly about -51% to -80%; note: % is set by controls: 0 for no effect and ±100 for the full control effect
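Single-point screen (50 µM final compound) in Neuro2A cells stimulated 20 min with 6 nM IGF at 37 deg C. After lysis, Ser473-phosphorylated Akt read by HTRF (ex 330 nm, em 615/665 nm) as the 665/615 ratio.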
Nrf2 block – Nrf2 pathway inhibition; hit rate 2.1% among 360,000; A549 ARE-Fluc reporter, luciferase luminescence, 18-24 h; Potency, µM (top dose mostly 46 µM), for the others: at the top dose activity change, negative = inhibition, usual class: inhibitors; note: potency is the fitted concentration of half-maximal effect; % is set by controls: 0 for no effect and ±100 for the full control effect; nearly all actives have a fitted effect of over 60% in size
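In this cell-based qHTS, ARE-driven firefly luciferase in A549 cells reports Nrf2 activity; the luminescent signal after BugLite lysis is the measured value, with a prior CellTiter-Fluor read for cell health.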
Mm-Cpn inhibitor – inhibitors of Methanococcus maripaludis chaperonin (MmCpn). purified Mm-Cpn ATPase, ADP Transcreener TR-FRET. Potency, µM (titrated, usually from 76.9 µM), without a hit: at the top dose activity, negative = inhibition, most hits filed as inhibitors. hit rate 0.031% among 330,000. AID 504842; note: potency is the fitted concentration of half-maximal effect; % is set by controls: 0 for no effect and ±100 for the full control effect; nearly all actives have a fitted effect of over 80% in size
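Reaction buffer contained 30 mM Tris pH 7.4, 100 mM KCl, 5 mM MgCl2 and 1 mM DTT. Mm-CPN (25 nM final) hydrolysed 10 uM ATP over 30 min at 37°C; ADP was read by HTRF.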
HepG2 tox – HepG2 cytotoxicity, counter-screen for TGF-b inhibitors. HepG2 CAGA-GFP viability, ATP luminescence, 18 h. Potency, µM (top dose mostly 46.1 µM), for inactives: top-dose activity change, negative = cytotoxicity, hits mostly cytotoxic. hit rate 0.76% among 410,000. AID 588856; note: potency is the fitted concentration of half-maximal effect; some results filed as inactive show a strong effect at the top dose
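HepG2 CAGA-GFP cells (1000/well, DMEM with 1% FBS) received compound, then TGF-beta at 500 pg/mL final, and were incubated 18 hours at 37 degrees C. Viability was read by CellTiter-Glo luminescence. Media-only wells were set as complete cell-killing and DMSO as no toxicity.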
TGFb inhibitor – TGF-b pathway inhibition | HepG2 CAGA-GFP TGF-b/SMAD3 reporter, GFP fluorescence, 18 h; TGF-beta stimulated, 500 pg/mL final | Potency, µM (series often up to 46.1 µM), inactives show at the highest dose activity, negative = inhibition, hits mostly inhibitors | hit rate 1.2% among 410,000 | AID 588855; note: potency is the fitted concentration of half-maximal effect; % is set by controls: 0 for no effect and ±100 for the full control effect; nearly all actives have a fitted effect of over 65% in size
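TGF-beta reporter screen: HEPG2 CAGA-GFP, 1% FBS, 500 pg/mL TGF-beta final, 18 h; per-cell GFP summed per well; curves fitted and categorized by class.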
ATXN viability – cell viability loss in ATXN counter-screen; S2 cells (HEK-293 line with an ATXN2-luciferase reporter) viability, CellTiter-Fluor protease fluorescence, 24 h; Potency, µM (doses to about 56.7 µM), hits mostly cytotoxic; hit rate 0.49% among 400,000; AID 651635; note: potency is the fitted concentration of half-maximal effect; nearly all actives have a fitted effect of over 40% in size
A549 viability – kills or reduces viability of A549 cells in Nrf2 counter-screen. Potency, µM (top dose mostly 46 µM), for inactives: top-dose activity change, negative = cytotoxicity, usual class: inhibitors. hit rate 0.16% among 390,000. A549 ARE-Fluc cells, CellTiter-Fluor viability, 18-24 h; note: potency is the fitted concentration of half-maximal effect; % is set by controls: 0 for no effect and ±100 for the full control effect
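Cytotoxicity counterscreen: CellTiter-Fluor fluorescence was measured in A549 ARE_Fluc cells after 18-24 h of compound exposure in a concentration series. The subsequent BugLite luminescent read reports ARE-luciferase activity.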
* marks the source's active call; other numbers are inactive results; i = inactive; ? = inconclusive; / = not tested or not shown; & = joins results of further samples; [ ] = remark or other dose. Unless noted, calls come from the whole dose curve; as a rule, active = well fitted curve in the direction sought with a large enough effect; inconclusive = small, poorly fitted or top-dose-only effect, or another doubt; inactive = no such curve, though single readings can be large; an effect the other way counts as inactive or inconclusive.

SMILES	Nrf2 ARE act	CCT chaperon mod	pAkt inh	Nrf2 block	Mm-Cpn inhibitor	HepG2 tox	TGFb inhibitor	ATXN viability	A549 viability
O=C(NCCCc1ccccc1)Nc1cccc(Cl)c1	-0.5%	0.9	i	0%	2%	-29%	0%	i	-8%
COc1ccccc1C(=O)NCCC(=O)N1CCCC(C(F)(F)F)C1 (configuration not stated)	0.2%	-4.7	i	2%	/	5%	-3%	i	5%
O=C(OCC(=O)C12CC3CC(CC(C3)C1)C2)c1ccccc1O	0.0%	-5.2	i	-7%	0%	-21%	4%	i	4%
CS(=O)(=O)N1CCN(c2ccccc2NC(=O)c2ccc(Cl)cc2)CC1	4.2%	-2.0	i	4%	0%	10%	1%	i	-12%
CCNCCC(CCC(C)C)c1ccc2c(c1)OCO2 (configuration not stated)	-0.2%	0.7	i	0%	-2%[15.4 µM]	-23%	-2%	i	1%
CCc1cnc(Nc2nc(C(N)c3ccccc3Cl)cs2)nc1 (configuration not stated)	0.0%	0.7	i	/	/	-13%	-15%	i	/
CC(=O)CC1c2cc(F)ccc2C=C(c2ccsc2)N1c1ccc(C#Cc2cncn2C)cc1 (configuration not stated)	-0.7%	-0.5	i	/	/	/	/	?	/
CC1CCCCN1C(=O)CSc1nnc(-c2ccco2)n1CC1CCCO1 (configuration not stated)	-0.2%	0.7	i	5%	0%	-12%	-2%	i	29%
CC(C)C[C@@H](CN1CCC[C@@H]1CN1C(=S)NC[C@@H]1Cc1ccc(O)cc1)N1C[C@H](Cc2ccc(O)cc2)N(CC2CCCCC2)C1=S	-3.9%	1.9	i	/	/	-89%	7.1µM*	25µM*	/
O=C(NCCN1CCOCC1)c1cc(-c2ccccc2Cl)nc2ccccc12	-0.6%	-1.8	i	7%	0%	-15%	4%	i	-2%
CC(NC(=O)COc1ccccc1-c1ccccc1)c1ccccc1 (configuration not stated)	3.1%	-1.7	i	3%	-2%	0%	?	i	6%
Oc1ccc(-c2nc3ccccn3c2Nc2ccc3c(c2)OCCO3)cc1	14%	/	/	?	/	-25%	3%	?	0%
Nn1c(SCCOc2ccc(Cl)cc2)nnc1-c1cccnc1	0.1%	-6.1	i	-24%	1%	-5%	23%	i	-8%
CCCCOc1cccc(NC(=O)CSc2nnc(C)s2)c1	0.3%	/	/	/	/	-31%	-11%	i	0%
Cc1cc(C)nc(SCc2nnc(SCC(=O)Nc3ccccc3C)n2Cc2ccco2)n1	0.1%	-1.1	i	-19%	-4%	-18%	1%	i	-10%
CCOc1ccccc1NC(=O)Nc1ccc(Cl)cc1	6.9%	-0.1	i	?	4%	-40%	?	i	-4%
O=C1C=CC(=O)N1c1cccc2cccnc12	3.3%	-2.3	i	-1%	/	5%	-2%	i	5%
Brc1cccc2sc(N3CCN(c4ccccc4)CC3)nc12	5.5%	-0.5	i	12%	0%	3%	?	i	2%
S=C(NC1CCCCC1)NN1CCOCC1	-0.9%	-1.5	i	4%	-1%	-5%	-17%	i	0%
O=C(c1cccc(Br)c1)c1nc2ccccc2[nH]c1=O	2.3%	-3.1	i	/	/	6%	-4%	i	/
Cc1ccc(C)c(C2C(=O)c3ccccc3C2=O)c1	-0.9%	-0.2	i	1%	0%	-4%	23%	i	7%
CC(O)CNC(=O)c1ccc(-c2nn(C)c(=O)c3ccccc23)cc1 (configuration not stated)	0.7%	0.9	/	-2%	0%	2%	-12%	/	-7%
Cc1[nH]c2ccccc2c1C(=O)C(=O)NCCCn1ccnc1	0.2%	1.3	i	-21%	-1%	2%	-5%	i	5%
O=C1c2ccccc2C(c2nnnn2-c2ccc3c(c2)OCCO3)N1Cc1cccs1 (configuration not stated)	-0.7%	-1.1	i	/	/	/	/	i	/
O=C(CCS(=O)(=O)c1cccc2nsnc12)N1CCN(C(=O)c2ccco2)CC1	0.1%	-0.5	i	17%	-2%	2%	7%	i	-6%
O=C(O)CCC(=O)Nc1ccccc1C(=O)NCc1ccco1	0.1%	1.2	i	8%	1%	14%	5%	i	-7%
CCN(CC)C(=O)CSc1n[nH]c(=S)n1N	-0.7%	-0.1	i	-15%	0%	-1%	-2%	i	3%
COc1ccc(-n2ncc(C(=O)N3CCOCC3)c2C2CCN(C(=O)OC(C)(C)C)CC2)cc1	-0.1%	/	/	8%	/	-10%	-5%	/	7%
O=C(COc1ccccc1[N+](=O)[O-])N/N=C/c1ccncc1	28%	-2.1	i	-32%	4%	-3%	4%	i	0%
C[C@]12C(=O)N(c3ccc(F)cc3)C(=O)N1[C@H]1c3ccccc3OC[C@@H]1[C@H]2c1ccccc1	-0.7%	-1.3	i	-8%	-3%	0%	?	i	-1%

2 compounds drawn at random from the list so far, as already listed:
SMILES	Nrf2 ARE act	CCT chaperon mod	pAkt inh	Nrf2 block	Mm-Cpn inhibitor	HepG2 tox	TGFb inhibitor	ATXN viability	A549 viability
CCN(CC)C(=O)CSc1n[nH]c(=S)n1N	-0.7%	-0.1	i	-15%	0%	-1%	-2%	i	3%
Cc1ccc(C)c(C2C(=O)c3ccccc3C2=O)c1	-0.9%	-0.2	i	1%	0%	-4%	23%	i	7%

(continued)
SMILES	Nrf2 ARE act	CCT chaperon mod	pAkt inh	Nrf2 block	Mm-Cpn inhibitor	HepG2 tox	TGFb inhibitor	ATXN viability	A549 viability
Cc1ccsc1C(=O)Nc1cccc(S(=O)(=O)N(C)C)c1	-0.5%	0.1	i	1%	2%	24%	-2%	i	-1%
Cc1ccccc1C(=O)N1CCC(C(=O)Nc2ccc(S(=O)(=O)N3CCCC3)cc2)CC1	0.1%	-2.2	i	-19%	-3%	-42%	-3%	i	-4%
COc1cc(-c2oc3cc(O)cc(O)c3c(=O)c2O)ccc1O	/	/	/	3%	/	-16%	-11%	/	-5%
CC(=O)Nc1ccc(NC(=O)CCC(=O)OCC(=O)c2ccc(F)cc2)cc1	0.0%	1.2	i	10%	-3%	-22%	-4%	i	7%
CC(C)[C@H](NC(=O)OCc1ccccc1)C(=O)OCC(=O)NC1(C#N)CCCC1	-0.1%	0.4	i	?	0%	101%	-9%	i	22%
Cc1cc2cc3c(cc2nc1SCC(=O)N1CCN(C(=O)c2ccco2)CC1)OCO3	0.7%	-0.4	/	-15%	0%	-7%	?	i	-3%
Cc1cc([N+](=O)[O-])c(=O)[nH]c1C	0.3%	0.6	i	-28%	/	-5%	1%	?	-12%
CCc1nnc(NC(=O)[C@@H](NC(=O)c2ccc(C(C)(C)C)cc2)C(C)C)s1	0.4%	1.6	i	-5%	-1%	-2%	14%	i	-1%
CCN(CC)CCNC(=O)C(C)c1nn(CC)c(=O)c2ccccc12 (configuration not stated)	-0.3%	-1.3	i	-9%	0%	-10%	7%	i	-1%
O=C(NCc1nc2ccccc2[nH]1)C1=C[C@H](c2coc3ccccc3c2=O)C[C@H](OCCCCO)O1	7.4%	-2.3	i	6%	/	-1%	-9%	i	8%
Cc1cnc(NC(=O)CCCc2nc3ccccc3s2)s1	2.4%	-6.2	i	/	0%	-4%	?	?	?
CCCCN1CC(=O)N2Cc3[nH]c4ccccc4c3C[C@H]2C1=O	-0.4%	-1.6	i	2%	-1%	-7%	-3%	i	5%
COC(=O)c1sc(=S)n(-c2ccccc2OC)c1N	-0.1%	-4.0	i	5%	-2%	-29%	-5%	i	-8%
COc1ccc(S(=O)(=O)N(C)C2CCS(=O)(=O)C2)cc1OC (configuration not stated)	-0.5%	0.2	/	-6%	-2%	1%	-4%	i	-6%
CC1(C)CC(=O)C(/C=N/n2cnc3ccccc3c2=O)=C(O)C1	-0.1%	-1.0	i	29%	-3%	-3%	-7%	i	-17%

Part of the list above in order of SMILES length, high to low:
SMILES	Nrf2 ARE act	CCT chaperon mod	pAkt inh	Nrf2 block	Mm-Cpn inhibitor	HepG2 tox	TGFb inhibitor	ATXN viability	A549 viability
CCc1nnc(NC(=O)[C@@H](NC(=O)c2ccc(C(C)(C)C)cc2)C(C)C)s1	0.4%	1.6	i	-5%	-1%	-2%	14%	i	-1%
CC(C)[C@H](NC(=O)OCc1ccccc1)C(=O)OCC(=O)NC1(C#N)CCCC1	-0.1%	0.4	i	?	0%	101%	-9%	i	22%
CCCCN1CC(=O)N2Cc3[nH]c4ccccc4c3C[C@H]2C1=O	-0.4%	-1.6	i	2%	-1%	-7%	-3%	i	5%
COc1cc(-c2oc3cc(O)cc(O)c3c(=O)c2O)ccc1O	/	/	/	3%	/	-16%	-11%	/	-5%
COC(=O)c1sc(=S)n(-c2ccccc2OC)c1N	-0.1%	-4.0	i	5%	-2%	-29%	-5%	i	-8%

Next part:
SMILES	Nrf2 ARE act	CCT chaperon mod	pAkt inh	Nrf2 block	Mm-Cpn inhibitor	HepG2 tox	TGFb inhibitor	ATXN viability	A549 viability
Cc1cccc(OCC(O)Cn2c(NCc3cccnc3)nc3c2c(=O)[nH]c(=O)n3C)c1 (configuration not stated)	0.1%	1.3	i	/	-1%	-23%	10%	i	3%
Cc1ccc2occ(CC(=O)Nc3nnc(C(C)C)s3)c2c1	1.2%	/	/	18%	/	8%	17%	i	9%
O=C(CCS(=O)(=O)c1ccccc1Cl)NCCC1=CCCCC1	2.7%	-2.6	i	20%	-2%	-2%	13%	i	-11%
Cc1ccc(S(=O)(=O)NNc2nc3ccccc3nc2C(F)(F)F)cc1	6.1%	-2.4	i	?	-1%	-28%	?	i	-13%
CCc1nc2ccc(C(=O)NCCc3ccc(OC)c(OC)c3)cc2nc1CC	-0.1%&1.3%	1.2	i	-13%	-9%	-5%&1%	1%&41%	i	1%&2%
COc1cccc(CNC(=O)CSCC(=O)Nc2cc(C)on2)c1	0.1%	-0.5	i	7%	-2%	0%	?	i	-3%
COCC(C)n1c(C)cc(C(=O)COC(=O)c2ccc3ncsc3c2)c1C (configuration not stated)	0.1%	-5.7	i	2%	-3%	6%	-3%	i	-3%
COc1ccc(C(=O)Nc2cccnc2)cc1OC	3.7%	-0.6	i	9%	-1%	-4%	1%	i	-3%

Screening data: PubChem BioAssay, National Center for Advancing Translational Sciences (NCATS)
